# Screening results (PubChem BioAssay)
# TRPM1 prom inh: inhibitors of MITF-dependent TRPM1 promoter reporter, primary screen, cell-based, SK-MEL-5, single point, luciferase; SK-MEL-5 TRPM1 promoter luciferase, 24 h; AID 488899, 2010; hit rate 0.83% among 330,000; inhibition, % at 12.5 µM;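 active = mean inhibition across replicates of 60% or more, whatever share of single replicates reaches that level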; also: values of inactives mirror those of a sister screen read the other way
# NR2E3 ag-1: inhibitors of NR2E3-RetCOR corepressor binding, primary screen, NR2E3 agonist project, biochemical, TR-FRET, GST-NR2E3, biotin-RetCOR | Photoreceptor-specific nuclear receptor (Homo sapiens), Q9Y5X4 | 1536-well | inhibition of corepressor binding, % at 4.78 µM | hit rate 0.12% among 320,000 | AID 2300, 2010;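 active = percent inhibition above the cutoff of mean plus 3 SD of all tested compounds, set per screening campaign, cut at about 20% in these data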;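 also: 0% = DMSO wells and 100% = biotin wells as full block of FRET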
# Target sequence (Q9Y5X4 whole entry, looked up): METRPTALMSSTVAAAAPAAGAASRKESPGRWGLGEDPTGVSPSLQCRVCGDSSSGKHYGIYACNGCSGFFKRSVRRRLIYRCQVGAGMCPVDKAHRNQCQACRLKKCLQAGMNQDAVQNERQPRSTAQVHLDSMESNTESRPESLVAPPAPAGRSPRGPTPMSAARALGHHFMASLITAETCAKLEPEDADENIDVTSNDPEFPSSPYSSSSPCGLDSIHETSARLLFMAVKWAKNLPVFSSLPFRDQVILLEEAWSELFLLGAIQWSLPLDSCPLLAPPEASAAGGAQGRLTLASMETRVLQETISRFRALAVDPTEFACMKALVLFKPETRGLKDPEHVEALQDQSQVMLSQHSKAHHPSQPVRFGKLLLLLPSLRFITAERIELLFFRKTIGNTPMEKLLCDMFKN
#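 Material: NR2E3–RetCOR corepressor complex / Incubation: Compound–protein incubation for 5 h at 4 °C / Dosing: compound at 4.8 µM, single dose / Detection: time-resolved FRET / Benchmarks: high control biotin, low control 0.6% DMSO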
# m5-HT2A agonist: mouse Htr2a agonists via beta-arrestin recruitment, primary screen, cell-based, luminescence | activation, % at 7.6 µM | hit rate 0.66% among 360,000 | CHO-K1 mHTR2A beta-arrestin complementation; percent of 30 µM serotonin response | AID 624169, 2012;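 active = activation above a run cutoff, the mean activation of all tested compounds plus 3 SD, cut at about 14% in these data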;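 also: 0% = plate median of compound wells and 100% = 30 µM serotonin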
# CaV13 ICDI inh: Primary screen for inhibitors of IQ motif and Ca2+-dependent inactivation inhibitor domain binding in CACNA1D, Förster resonance energy transfer in living cells, … | AID 743397 | inhibition, % at 12.3 µM | hit rate 0.098% among 340,000 | HEK cells, CFP/YFP FRET ICDI-IQ, plate reader, 10 min; percent FRET-ratio fall versus neutral wells;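 active = mean replicate inhibition of at least 30% and at least 1% of replicates passing that level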;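 also: 0% = median of the neutral control wells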
# Peg3 promoter: Peg3 promoter-driven luciferase inhibitors, primary screen, cell-based, HeLa, luciferase luminescence; HeLa PEG-Prom luciferase reporter, overnight; inhibition, % at 20 µM; hit rate 1.7% among 360,000; AID 588405, 2011;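 active = inhibition of at least 50% at 20 µM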
# H9c2 protect: cardioprotection against H2O2-induced cell death, primary screen, uHTS, H9c2 cells, ATPLite luminescence; H9c2 cardiomyocytes, H2O2 injury protection, 2 h; protection from H2O2 cell death, % at 20 µM; hit rate 0.63% among 360,000;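 active = compounds giving at least 50% protection of heart cells from peroxide-induced death in the single-dose screen, raw or plate-pattern-corrected value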;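 also: 0% = DMSO wells with peroxide and 100% = DMSO wells without peroxide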
# Shn3 inh set2: reduction of Shn3 3'UTR firefly luciferase signal, primary screen, Schnurri-3 inhibitor project, cell-based, Clone20 osteoblasts, set 2 | Clone20 osteoblast Shn3 3'UTR firefly luciferase, 24 h | inhibition, % at 12.5 µM | hit rate 0.52% among 360,000 | AID 588674, 2011;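 active = mean inhibition of at least 75% with every replicate also reaching 75%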;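 also: 0% = median of neutral control wells and 100% = pilot-screen positive control compound; some compounds past the cut are filed as inactive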
# PDI turbidity: inhibitors of human PDI, primary screen, biochemical, turbidity, single point, plate reader. PDI insulin aggregation turbidity, A650, 90 min. hit rate 0.052% among 350,000. inhibition, % at 10 µM. AID 588391, 2011;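 active = mean inhibition across replicates of 30% or more, whatever share of single replicates reach that level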;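 also: absorbance from insulin aggregation driven by PDI reduction with DTT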
# Target sequence (P07237 whole entry, looked up): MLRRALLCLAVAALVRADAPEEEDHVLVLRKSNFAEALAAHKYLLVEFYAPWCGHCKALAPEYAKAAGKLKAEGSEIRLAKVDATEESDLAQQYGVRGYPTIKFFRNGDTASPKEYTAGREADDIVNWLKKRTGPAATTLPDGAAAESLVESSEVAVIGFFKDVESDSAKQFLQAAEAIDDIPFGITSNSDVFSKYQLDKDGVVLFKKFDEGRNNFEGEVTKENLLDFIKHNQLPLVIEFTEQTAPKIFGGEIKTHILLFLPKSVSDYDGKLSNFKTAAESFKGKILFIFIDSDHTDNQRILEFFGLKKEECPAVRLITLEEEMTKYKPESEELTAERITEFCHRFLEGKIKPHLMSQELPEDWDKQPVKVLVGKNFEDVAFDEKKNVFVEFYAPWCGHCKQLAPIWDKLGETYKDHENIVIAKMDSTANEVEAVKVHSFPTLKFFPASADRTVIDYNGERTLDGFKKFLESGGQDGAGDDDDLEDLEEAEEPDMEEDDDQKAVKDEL
# HIF-2a inh: HIF-2a reporter inhibitors, primary screen, luminescence, 786-0 RCC cells. 786-0 RCC cells HIF-2a reporter, luciferase luminescence, overnight. inhibition, % at 18.8 µM. hit rate 0.72% among 360,000. AID 624352, 2012;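 active = inhibition of the luminescence signal of 40% or more relative to plate controls, in a single-dose primary screen at 18.75 µM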
# NR2E3 ag-2: NR2E3 agonists in two-hybrid cells, primary screen, cell-based, luminescence, CHO-S, Gal4-NCOR/VP16-NR2E3. Photoreceptor-specific nuclear receptor (Homo sapiens), Q9Y5X4. inhibition of corepressor binding, % at 3.98 µM. luciferase. hit rate 0.35% among 360,000. AID 602229, 2012;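 active = inhibition above the mean of all tested compounds plus 3 SD, cut at about 70% in these data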;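 also: 0% = DMSO with NR2E3 transfected cells and 100% = cells lacking NR2E3 construct; higher means lower luciferase signal from less NR2E3 corepressor binding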
# hiPSC survival: enhancers of single-cell hiPSC survival, primary screen, ATPlite luminescence. survival enhancement, % at 20 µM. 100% = ROCK inhibitor wells, 0% = DMSO. hit rate 0.044% among 360,000. AID 602274, 2012; in the data active = survival enhancement above about 18%;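 also: cells exposed to compounds for 16 hours before the ATP read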
# Starred values were filed as active, the others as inactive; · = not tested or not shown. No enrichment for hits. Share with any hit: about 3.9%.
SMILES,TRPM1 prom inh,NR2E3 ag-1,m5-HT2A agonist,CaV13 ICDI inh,Peg3 promoter,H9c2 protect,Shn3 inh set2,PDI turbidity,HIF-2a inh,NR2E3 ag-2,hiPSC survival
Cc1cc(Nc2cc(C(=O)O)ccc2C)n2ncnc2n1,1,-2,-1,-4,1,-2,-10,·,5,-27,0.2
O=C(NC(=O)N1CCN(c2cccc(Cl)c2)CC1)c1ccc(Cl)cc1,-13,0,5,-3,10,-1,9,-4,-13,80*,-0.3
COc1ccccc1NC(=O)CSc1nnnn1-c1ccccc1F,6,-1,5,-3,-10,7,9,-4,0,2,0.4
CCc1ccc(C(=O)Nn2c(C)nc3ccccc3c2=O)cc1,16,1,-4,-4,13,-3,-6,-2,-2,2,0.4
CN(C)CCN1C(=O)C(=O)/C(=C(/O)c2ccc(OCc3ccccc3)cc2)C1c1ccncc1 (stereo not given),10,·,5,·,5,8,-3,4,13,-13,-0.8
COc1ccc(C(=O)NC(C)c2nc3ccccc3n2C)cc1OC (stereo not given),0,0,0,-5,10,9,12,2,17,-6,1.1
c1ccc(-c2nnc(SCC3CCCCO3)nc2-c2ccccc2)cc1 (stereo not given),-3,1,-1,-19,10,-13,-3,-5,13,-7,2.8
CCC(C)NC(=O)C1CCCN(C(=O)NC2CCCCC2)C1 (stereo not given),0,-2,10,-4,12,1,-3,10,10,-6,3.9
CCOC(=O)c1c(NC(=O)Cc2ccccc2)sc2c1CCN(CC)C2,-16,2,-11,-14,10,5,6,·,-4,-18,2.9
COc1ccc(NC(=S)N(CCC(C)C)C2CCN(C(C)=O)CC2)cc1,-1,2,5,-3,-6,1,-6,-9,-12,8,0.0
CCc1cc2c(-c3ccccc3)cc(=O)oc2cc1OC(C)C(=O)O (stereo not given),·,2,-1,1,-2,3,-5,3,13,-68,-0.7
CCOC(=O)C1CCCN(C(=S)Nc2ccc(OC)cc2)C1 (stereo not given),-2,0,1,-5,9,-3,42,0,5,-18,-0.5
Cc1ccc2nc(-c3ccco3)c(CC(C)(C)C)n2c1,·,·,1,-5,-39,2,8,·,-53,5,-2.4
Cn1c(-c2ccccc2)c(C=O)c2ccccc21,-17,4,-4,-4,-51,-8,5,-1,-53,-5,0.3
CCS(=O)(=O)N1CCC(C(=O)Nc2ccccc2OC)CC1,·,0,0,-8,11,0,3,-4,17,-16,-0.8
O=C(NC1CCCCC1)N1CCC(c2nc3ccc(Cl)cc3[nH]2)CC1,1,-1,-2,-10,6,9,11,-2,12,12,-2.0
O=C(NCCc1nnc2ccc(SCC(=O)N3CCOCC3)nn12)c1ccccc1,-5,2,4,-5,8,1,-9,10,15,12,0.2
Cc1ccc(-c2ccc(CN3C(C(C)C)C(=O)N(Cc4cn(Cc5ccco5)nn4)CCS3(=O)=O)cc2)cc1 (stereo not given),·,·,-2,-2,56*,-25,9,20,26,-50,1.7
N=C1C(=O)OCC1c1ccccc1NC(=O)CN1CCCCC1 (stereo not given),-12,2,-1,·,0,-5,-16,-4,13,-17,-0.4
COc1ncccc1C(=O)NC1CCCc2c1cnn2-c1cc(C)cc(C)c1 (stereo not given),-11,1,-2,-3,-30,-8,4,1,-4,-2,0.0
O=C(NC(=S)N1CCN(c2ccccn2)CC1)c1ccco1,4,2,-2,-17,3,0,-10,11,20,-6,1.9
O=C(Oc1ccc([N+](=O)[O-])cc1)c1cncc(Br)c1,-9,2,5,-4,-40,-8,-20,-2,-13,-18,-1.9
CN(CC(=O)OCC(=O)Nc1ccccc1)S(=O)(=O)c1ccc(Cl)cc1,6,0,-3,-4,11,4,-9,-9,-6,4,2.0
O=C(CN1c2cccc3cccc(c23)S1(=O)=O)Nc1ccccc1Br,-1,·,-9,-2,21,-1,-2,-4,-11,-1,-1.4
CCOc1ccccc1CN1CCN(C/C=C/c2ccc(OC)cc2)CC1CCO (stereo not given),-3,5,-2,-8,-10,-9,7,-9,-7,-39,-0.8
CC(=O)Nc1ccc(NC(=O)CS(=O)(=O)c2cn(CC(=O)N3CCCC3)c3ccccc23)cc1,-12,3,-4,-5,-20,2,5,-9,1,-8,-0.4
Cc1ccccc1OCC(=O)NNC(=O)c1ccoc1C,-6,1,-1,-1,-6,-3,-2,-3,-10,-5,0.3
COc1cccc(CNc2ccc(F)c(Cl)c2)c1,-1,2,-4,·,-16,-4,-15,6,-63,-12,0.2
CCOC(=O)c1ccc(CSc2nncn2N)o1,0,1,-4,-4,-7,-2,-7,-13,-6,19,-3.1
C=C(C)COc1ccc2c3c(c(=O)oc2c1OCC(=C)C)CCC3,-3,-2,0,-10,-84,-11,46,-4,-27,24,2.5
COc1cc([N+](=O)[O-])ccc1NC(=S)N1CCOCC1,8,-3,5,·,8,3,-6,5,0,-10,-0.2
COc1ccc(Cn2cc(CN3CC(N4CCN(CCN(C)C)CC4)CS3(=O)=O)nn2)cc1 (stereo not given),·,·,-3,-7,·,·,·,·,14,-4,1.0
CCOc1ccc(S(=O)(=O)NCCC(=O)NCC(C)(C)N2CCOCC2)cc1,-2,1,4,-1,1,4,0,-17,19,-8,-0.2
Cc1ccc2nc3c(cc(S(=O)(=O)c4ccccc4)c(=N)n3C3CCCC3)c(=O)n2c1,-73,·,3,-6,-185,1,-55,4,-143,-23,-0.7
COc1cccc(CNC(=O)CCSCc2ccccc2F)c1,2,0,0,-3,-4,-3,-7,-5,10,-15,-0.1
COc1ccc(CCN2C(=O)CC(NCc3ccc4c(c3)OCO4)C2=O)cc1OC (stereo not given),8,1,-1,·,1,0,2,1,14,-7,-1.5
CCCCc1cc(=O)oc2cc(O)cc(O)c12,8,0,-4,-7,-1,-14,0,5,2,-29,0.2
C=CCn1c(=N)n(CC(=O)OCC)c2ccccc21,0,2,6,-4,7,9,-3,3,16,-11,-0.3
O=C(COC(=O)CCNS(=O)(=O)c1ccccc1)NC(=O)c1ccccc1,-2,2,3,-4,-7,10,8,1,9,-28,-0.2
CCCc1ccc(C(O)c2ncc(-c3cccc(F)c3)[nH]2)cc1 (stereo not given),·,·,13,-7,-59,-11,11,-7,-134,-6,6.4
COc1cc(C(=O)N[C@H](C(=O)NC(C)C23CC4CC(CC(C4)C2)C3)C(C)C)cc(OC)c1OC (stereo not given in full),15,0,0,-7,15,32,6,-7,12,-13,1.8
CC(C)Oc1ccc(CCC(=O)NNC(=S)Nc2ccccc2)cc1,2,4,-3,0,2,7,9,0,6,-1,3.3
CCC(=O)Nc1sc2c(c1C(N)=O)CCC2,-5,-3,3,-3,-17,-1,4,-3,-7,-5,4.3
COc1ccc(-c2nc3c(C)cc(Br)cn3c2CC(C)(C)C)cc1OC,·,·,-1,-6,-3,2,-32,·,11,4,-0.5
CCN1CCN(CC2CC3C=CC2C3)CC1 (stereo not given),-4,-1,4,-5,6,5,4,3,6,-20,0.0
COc1ccc(C2=NOC(C(=O)NCc3ccccn3)C2)cc1 (stereo not given),7,0,5,-5,13,6,9,12,4,-6,0.4
COc1ccccc1N1CC(C(=O)NCC2COc3ccccc3O2)CC1=O (stereo not given),6,·,-7,-5,2,2,6,-1,2,-35,2.1
COc1ccc(CCN(C)C(=O)CCNS(=O)(=O)c2ccccc2C(F)(F)F)cc1OC,-3,0,4,-3,-4,-7,11,-3,12,-10,0.1
COc1ccc(CCNC(=O)CCOc2ccc(C(C)(C)C)cc2)cc1OC,-4,0,2,-6,-26,-1,-11,9,-61,-41,-0.1
COc1cccc(COc2ccc3c(C)c(Cc4ccccc4)c(=O)oc3c2)c1,8,0,-1,·,-41,-6,15,10,-82,-13,-4.0
# (continued)
SMILES,TRPM1 prom inh,NR2E3 ag-1,m5-HT2A agonist,CaV13 ICDI inh,Peg3 promoter,H9c2 protect,Shn3 inh set2,PDI turbidity,HIF-2a inh,NR2E3 ag-2,hiPSC survival
NC(=O)C1CCN(c2nc(-c3ccc4ccccc4c3)cs2)CC1,-14,1,1,-10,-67,2,-1,-3,-15,-48,3.3
CCN(CC(=O)NCc1ccc(F)cc1)C(=O)CN1CCN(c2ccccc2OC)CC1,·,2,-4,-2,-5,2,3,-10,17,-2,-0.2
COc1cc(C(=O)NNC(=O)c2ccc3ccccc3n2)cc(OC)c1OC,-24,2,3,-5,-8,61*,-17,4,-59,-7,-0.3
COc1ccccc1C(=O)N1CCNC(=O)C1CC(=O)Nc1cccc(C)c1 (stereo not given),5,1,3,-7,7,2,-10,6,-3,-15,-3.8
NS(=O)(=O)c1ccc(NC(=S)N2CCN(c3cccc(Cl)c3)CC2)cc1,13,-1,12,-3,8,-10,49,6,6,-11,-1.1
Cc1ccc(/C([O-])=C(/C(=S)NCc2ccccc2)[n+]2cccc(CO)c2)cc1[N+](=O)[O-],2,·,-3,-20,9,5,16,2,-13,-16,0.5
O=C(NCCCCCCNC(=O)c1ccncc1)c1ccncc1,4,3,-3,3,6,2,18,-6,8,14,-0.2
C(=N\N1CCN(Cc2cccc3ccccc23)CC1)/c1cccs1,-4,-3,0,4,3,1,-2,3,-26,22,-0.5
CCSc1nc2c(c(=O)[nH]c(=O)n2C)n1CC(O)COc1ccccc1 (stereo not given),-18,3,4,-4,24,9,-5,1,30,14,6.9
CN(Cc1nc2ccccc2n1C)C(=O)c1ccco1,-1,-2,4,·,13,4,-8,2,10,-6,-0.4
CC(C)NC(=O)C1(C)CCCN1C/C=C/c1ccccc1 (stereo not given),·,·,-1,-4,-7,3,4,1,2,7,-2.2
O=C(c1ccco1)N1CCc2[nH]nc(-c3ccc(Cl)cc3)c2C1,4,1,-3,-6,2,0,18,-3,1,-7,0.5
CSCCC(NC(=O)COc1ccccc1)C(=O)N(C)CC(=O)Nc1ccc(Cl)cc1 (stereo not given),2,2,0,-17,26,0,-11,-18,12,4,-0.5

# Among those listed so far, 2 contain a COOH group.
SMILES,TRPM1 prom inh,NR2E3 ag-1,m5-HT2A agonist,CaV13 ICDI inh,Peg3 promoter,H9c2 protect,Shn3 inh set2,PDI turbidity,HIF-2a inh,NR2E3 ag-2,hiPSC survival
Cc1cc(Nc2cc(C(=O)O)ccc2C)n2ncnc2n1,1,-2,-1,-4,1,-2,-10,·,5,-27,0.2
CCc1cc2c(-c3ccccc3)cc(=O)oc2cc1OC(C)C(=O)O (stereo not given),·,2,-1,1,-2,3,-5,3,13,-68,-0.7
